MMP13 fTHP cleavage – human MMP13 inhibition, fluorescence-interfering compounds – biochemical, possible fluorescent artifacts, delta fluorescence, confirmation (AID 734); MMP13 fTHP FRET cleavage, delta fluorescence 4 h; hits give high values; inhibition, %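 (each compound tested at 4 µM nominal in triplicate)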; 5,100 tested, under 10 active;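 active = inhibition above the mean inhibition over all tested compounds plus 3 SD, cut at about 75% in these data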;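 note: 0% = DMSO only wells and 100% = 8 µM reference MMP13 inhibitor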
An asterisk follows results filed as active. An excerpt; rates above refer to the full screens.

SMILES	MMP13 fTHP cleavage
Cc1cc(=O)oc2cc(OCC(=O)N3CCCC(C)C3)ccc12 (stereo unspecified)	-3
Cc1cccc2cc(C#N)c(NCCNS(=O)(=O)c3ccc4c(c3)OCCO4)nc12	3
Cn1c(-c2ccc(C(C)(C)C)cc2)n[nH]c1=S	7
CCOC(=O)C(C)Oc1ccc2c(C)cc(=O)oc2c1C(C)=O (stereo unspecified)	3
Cc1ccc(CNC(=O)c2cc3c(=O)n(C)c4ccccc4c3n2C)o1	5
Cc1ccc2c(c1)-c1ccccc1S(=O)(=O)N2	2
CCOC(=O)C1=C(C)NC(C)=C(C(=O)OCC)C1c1ccc(OC)cc1	7
CCOC(=O)CCc1c(C)nc2cc(-c3ccc(Cl)cc3)[nH]n2c1=O	-3
CC(=O)NC1(c2ccccc2)CCN(c2nc(C)cc(C)n2)CC1	3
CCN1CCN(c2cc(C)c3cc(NC(=O)Cc4ccc(OC)c(OC)c4)ccc3n2)CC1	-1
Cc1cc(NCCCN2CCOCC2)n2ncc(-c3ccc(Cl)cc3)c2n1	-5
OCCCc1nc2n(n1)C(c1ccccc1Cl)C=C(c1cccs1)N2 (stereo unspecified)	0
CCOC(=O)c1cc2nc(Nc3ccc(OC)cc3)sc2s1	1
Cn1c(=O)c2nc(NCc3ccccc3)cnc2n(C)c1=O	2
CCn1c(=O)c2cc(C(=O)Nc3cc(C)on3)sc2c2ccccc21	0
CN1CCc2c(sc3nc(SCC(N)=O)n(-c4ccccc4)c(=O)c23)C1	3
NC1=NC(c2ccc(Br)cc2)n2c(nc3ccccc32)N1 (stereo unspecified)	5
O=C(O)CN1C(=O)COc2cc(S(=O)(=O)N3CCCC3)ccc21	1
Cc1nnc(NC(=O)CSc2nnc(Cc3cccn3C)n2-c2cccc(C)c2C)s1	-4
COCCn1c(=O)[nH]c2cc(C(=O)OC)ccc2c1=O	1
Cn1c(C(=O)N2COCC2(C)C)cc2c(=O)n3ccccc3nc21	-33
COc1ccccc1CC(=O)Nc1ccc(-c2nnc(-c3ccco3)o2)cc1	-24
N#CC1=C(N)N(c2ccccc2)C(c2ccco2)C1(C#N)C#N (stereo unspecified)	0
CCC(C)NC(=O)CCCCCn1c(=O)[nH]c2cc(OC)c(OC)cc2c1=O (stereo unspecified)	8
CCCCn1c(SCC(=O)NCC2CCCO2)nc2ccc(N3CCOCC3)cc2c1=O (stereo unspecified)	0
CCOc1ccc(N(Cc2cc3cc(OC)ccc3[nH]c2=O)C(=O)C2CCCO2)cc1 (stereo unspecified)	6
COc1ccc(/C(O)=C2\C(=O)C(=O)N(CCN(C)C)C2c2cccc(OC)c2OC)cc1Cl (stereo unspecified)	3
CCOC(=O)c1cnc2sc3c(n2c1=O)CCCC3	-16
COc1ccc(-c2cc(C(F)F)n3ncc(C(=O)NCCCN4CCCC4=O)c3n2)cc1	2
CCOC(=O)C(C)Sc1nc(-c2cccs2)ccc1C#N (stereo unspecified)	-4
CCc1nc(NCC2CCCO2)c(C#N)c2c1COC(C)(C)C2 (stereo unspecified)	-8
Cc1ccc2cc(C#N)c(NCCCNC(=O)C3CCCO3)nc2c1 (stereo unspecified)	5
CCOC(=O)C1=C(C)NC(C)=C(C(=O)OCC)C1c1ccc(O)cc1	-1
Cc1ccc(-c2nn(-c3ccccc3)cc2CN(Cc2ccccc2)C(=O)CCC(=O)O)o1	9
CC(=O)Nc1nonc1-c1nc2ccccc2n1Cc1nnc(C)o1	5
COCCCNC(=O)Cn1nc(-c2ccc(C)cc2)ccc1=O	-3
CCOc1ccc(CC(=O)N2CCN(c3ccc(N4CCOCC4)nn3)CC2)cc1OCC	11
COc1ccc(C(C)=O)cc1COC(=O)c1cccc(N(C)C)c1	6
Cc1ccc(C)c(S(=O)(=O)c2c(N)n(/N=C/c3ccco3)c3nc4ccccc4nc23)c1	5
Cc1nc(NCCO)c(C#N)c2c1COC(C)(C)C2	3
NC(=O)C1CCCN(Cc2ccc(Cl)cc2)C1 (stereo unspecified)	3
Cc1ccc(Nc2nc(N3CCOCC3)c3ccccc3n2)cc1	4
CCCOc1ccccc1-c1nc2c([nH]1)c(=O)[nH]c(=O)n2C	0
CCCCCCn1c(CN2CCCCC2CC)nc2c1c(=O)n(C)c(=O)n2C (stereo unspecified)	-1
Cc1cnc(N)c2c(=O)oc3ccccc3c12	4
N=c1c(S(=O)(=O)c2ccc(Cl)cc2)cc2c(=O)n3ccccc3nc2n1CCN1CCOCC1	-28
CCOC(=O)c1ccc2ncc(C(=O)OCC)c(NCCCN3CCOCC3)c2c1	-1
CC(=O)Nc1cc(NC(C)=O)cc(C(=O)NC(C)(C)C)c1	5
COc1ccc(N(CC(=O)Nc2cc(C)ccc2C)S(=O)(=O)c2c(C)nn(C)c2C)cc1	2
CCOC(=O)c1sc(/N=C/Nc2nc(C)c(C(=O)OCC)s2)nc1C	1
CCOC(=O)c1[nH]c2ccc(F)cc2c1NC(=O)CN1CCc2cc(OC)c(OC)cc2C1	7
CCOC(=O)CCc1c(C)nc2cc(-c3ccc(F)cc3)[nH]n2c1=O	-3
O=C1CCCN1CCCNc1ncnc2c1[nH]c1ccc(Cl)cc12	2
COc1ccc(-c2cn3cccnc3n2)cc1NC(=O)c1ccc(Br)o1	0
CC(C)C(=O)Nc1ccc2c(c1)C(=O)N(CCC(=O)O)C2=O	5
CCCN(CCC)CCCNC(=O)c1cc2cc3ccc(OC)cc3nc2o1	-7
Cc1ccc2nc3c(cc(C(=O)NCCCn4ccnc4)n3C)c(=O)n2c1	-13
CCC(C)c1ccc2oc(-c3ccc(NC(=O)Cn4cnc5c(=O)n(C)c(=O)n(C)c54)cc3)nc2c1 (stereo unspecified)	3
CCOC(=O)c1cn(CC)c2cc(N3CCOCC3)c(F)cc2c1=O	3
CCOc1ccccc1N1CCN(c2nc3ccccc3nc2C(C#N)C(=O)OC)CC1 (stereo unspecified)	5

New compounds follow
SMILES	MMP13 fTHP cleavage
Cc1cccc(NC(=O)C2CCCN(c3nc(C)cc(C)n3)C2)c1 (stereo unspecified)	4
Cn1c(N)c(S(=O)(=O)c2ccc(Br)cc2)c2nc3ccccc3nc21	-15
Cc1cccn2c(=O)c3cc(C#N)c(=N)n(Cc4ccncc4)c3nc12	-3
CCOC(=O)C1CCCN(CC(=O)Nc2c(C(=O)OC)[nH]c3ccc(Cl)cc23)C1 (stereo unspecified)	7
Cc1cc(C(=O)CSc2nnnn2-c2ccc(Cl)cc2)c(C)n1CC1CCCO1 (stereo unspecified)	3
COCC(=O)Nc1nc2n(n1)C(c1ccccc1)CC(c1ccc(OC)cc1)N2 (stereo unspecified)	-1
CCCCCC(=O)Nc1ccc2oc(-c3cccnc3)nc2c1	-22
CS(=O)(=O)N1CCc2cc(C(=O)N3CCOCC3)ccc21	5
COCCCn1c(=N)c(C(=O)NCC2CCCO2)cc2c(=O)n3ccccc3nc21 (stereo unspecified)	-79
Cn1nc(-c2ccc(Cl)cc2)c2cc(C(=O)NC3CC3)sc21	1
O=C(NC1CCCCC1)c1cc2nc(-c3ccco3)cc(C(F)(F)F)n2n1	-5
CC(=O)Oc1cc2oc(=O)cc(C)c2cc1OC(C)=O	32
O=C1NC(c2ccco2)Nc2ccccc21 (stereo unspecified)	-3
Cc1ccc(-c2nc3ccccc3o2)cc1NC(=O)c1ccc2c(c1)OCO2	6
O=c1[nH]c2cc3c(cc2cc1CN(Cc1cccs1)Cc1nnnn1Cc1ccco1)OCCO3	5

Of the compounds above, these contain a tert-butyl group:
SMILES	MMP13 fTHP cleavage
Cn1c(-c2ccc(C(C)(C)C)cc2)n[nH]c1=S	7
CC(=O)Nc1cc(NC(C)=O)cc(C(=O)NC(C)(C)C)c1	5

Next part:
SMILES	MMP13 fTHP cleavage
COCCN(CCOC)c1cc(C)c(C#N)c2nc3ccccc3n12	5
COc1ccc2c(C)cc(=O)oc2c1C	6
O=C(NCCN1CCCC1=O)Nc1ccccc1	3
COc1ccc(-c2cc3ccccc3n2CC(O)CN2CCOCC2)cc1 (stereo unspecified)	-3
CCOC(=O)Nc1nnc(-c2cccc(OC)c2)s1	22
CN1CC=C2C(C#N)=C(N)C(C#N)(C#N)C(c3cccc(Cl)c3Cl)C2C1 (stereo unspecified)	1
COc1ccc2nc3sc(C(=O)NCc4cccs4)c(N)c3cc2c1	7
COc1ccc(OC)c(Nc2nc(-c3sc(N)nc3C)cs2)c1	8
CC1(C)CC(NC(=O)c2coc(=O)c(Br)c2)CC(C)(C)N1	-5
Cc1cccc(Cc2c(C)nc3c(C(=O)NCc4ccco4)cnn3c2C)c1	2
O=c1c2ccccc2nc2sc3ccccc3n12	3
O=C1CC(c2cccc(Br)c2)C2=C(CCCC2=O)N1 (stereo unspecified)	3
CCOc1ccc2[nH]c(=O)c(CN(Cc3ccco3)C(CC)c3nnnn3Cc3ccccc3)cc2c1 (stereo unspecified)	5
Cc1c(C(=O)NCC2CCCO2)oc2ccc3c(c12)C(=O)CC(C)(C)O3 (stereo unspecified)	2
CCOc1ccc2nc(N3CCOCC3)nc(C)c2c1	3
CCOC(=O)c1cc(-c2cccs2)nc2onc(C)c12	-44
c1ccc2c(c1)ccc1nnc(-c3ccc4c(c3)OCO4)n12	8
CN(C)c1oc(-c2ccc(OCc3ccc(Cl)cc3)cc2)nc1C#N	8
CCOC(=O)c1cc2ccc(OC(=O)c3ccco3)cc2oc1=O	-236
COc1ccc(-c2c(C)oc3c(CN4CCCCC4C)c(O)ccc3c2=O)cc1OC (stereo unspecified)	-1
Cc1cc(C)nc(N2CCCC(C(=O)NCc3cccs3)C2)n1 (stereo unspecified)	0
CC1CCN(c2oc(-c3ccccc3F)nc2C#N)CC1	-36
N#Cc1nc(-c2ccccc2Cl)oc1N1CCCCC1	4
CCOc1ccc(-c2nc(C#N)c(NCc3ccc4c(c3)OCO4)o2)cc1	-6
COc1cc(C(=O)OCC(=O)NCc2ccco2)cc(OC)c1OC	7
COc1cc2c(cc1OC)C(C)N(C(=O)C1COc3ccccc3O1)CC2 (stereo unspecified)	5
O=C(NCCN1CCOCC1)c1cc2c(=O)n3ccccc3nc2n1Cc1ccccc1	8
O=c1[nH]cnc2nc(-c3ccccc3)c(-c3ccccc3)nc12	-4
COc1ccc2oc(=O)c(-c3nc(C)cs3)cc2c1	-5
CC(=O)Nc1ccc2oc(-c3cc(F)c(F)cc3Cl)nc2c1	-11
CCCC(=O)N(Cc1cc2ccccc2[nH]c1=O)c1ccccc1OC	2
COCCCn1c(-c2ccc(OC)cc2)nc2nc3ccccc3nc21	-1
Cc1ccc(S(=O)(=O)N2CCCC2C(=O)Oc2ccccc2)cc1 (stereo unspecified)	6
COC(=O)c1cc(OC)c(OC)cc1NC(=O)Nc1ccccc1OC	-6
CCn1nc(NC(=O)c2ccco2)c2cc3ccc(C)cc3nc21	5
COc1ccc(C(=O)N2CCN(C(=O)c3cc(OC)c(OC)c(OC)c3)CC2)cc1	5
CC1CCCN(c2oc(-c3cccc4ccccc34)nc2C#N)C1 (stereo unspecified)	40
CCN1CCN(CCCNC(=O)c2cc3cc4ccc(OC)cc4nc3o2)CC1	-19
C=CCn1c(N)c(C(=O)OC(C)CC)c2nc3ccccc3nc21 (stereo unspecified)	-16
CCC(C)n1nccc1NC(=O)C(C)OC(=O)c1cc2ccccc2[nH]1 (stereo unspecified)	5
O=C(c1ccc(=O)oc1)N1CCN(C(c2ccccc2)c2ccccc2)CC1	3
COc1ccc(-c2c(C)oc3c(CN4CCN(C)CC4)c(O)ccc3c2=O)cc1	8
Nc1c(C(O)(C(F)(F)F)C(F)(F)F)ccc2ccccc12	8
CSC1=NCCN1C(=O)c1ccc(S(=O)(=O)N2CCOCC2)cc1	3
COc1ccc2cc3cc(C(=O)NCCN4CCN(Cc5ccccc5)CC4)oc3nc2c1	-63

6 entries from above, set out differently:
| mol | MMP13 fTHP cleavage |
| --- | --- |
| Cc1ccc(S(=O)(=O)N2CCCC2C(=O)Oc2ccccc2)cc1 (stereo unspecified) | 6 |
| COC(=O)c1cc(OC)c(OC)cc1NC(=O)Nc1ccccc1OC | -6 |
| CCn1nc(NC(=O)c2ccco2)c2cc3ccc(C)cc3nc21 | 5 |
| COc1ccc(C(=O)N2CCN(C(=O)c3cc(OC)c(OC)c(OC)c3)CC2)cc1 | 5 |
| CC1CCCN(c2oc(-c3cccc4ccccc34)nc2C#N)C1 (stereo unspecified) | 40 |
| CCN1CCN(CCCNC(=O)c2cc3cc4ccc(OC)cc4nc3o2)CC1 | -19 |

Carrying on:
SMILES	MMP13 fTHP cleavage
Nc1[nH]nc2nc(NCc3ccccc3)c3c(c12)CCN(Cc1ccccc1)C3	2
O=C(c1ccc(N2CN(C(=O)c3ccco3)c3nc4ccccc4nc32)cc1)N1CCOCC1	6
Cc1cc(NC(=O)Cn2c(=O)c3c(ncn3CCC(C)C)n(Cc3ccccc3)c2=O)no1	4
CCCCn1c(SCC(=O)Nc2cccc(OC)c2)nc2ccc(N3CCOCC3)cc2c1=O	7
O=C(O)c1cc(-c2cccs2)nc2cc3c(cc12)OCCO3	0
CCOC(=O)C1CCN(C(=O)CN(c2cc(OC)ccc2OC)S(=O)(=O)c2ccccc2)CC1	4
CCN1CCCC1CNC(=O)c1cc2c(=O)n(C)c3ccccc3c2n1C (stereo unspecified)	4
CCCCn1c(=O)c(Cc2ccccc2)c(O)c2ccccc21	4
Cc1cc(OCC(=O)Nc2ccc3oc(-c4ccncc4)nc3c2)ccc1Cl	-21
Cc1ccc(C2C=C(c3ccc4c(c3)OCO4)Nc3ncnn32)cc1 (stereo unspecified)	6
CCCS(=O)(=O)NCCc1cc2cc(C)c(C)cc2[nH]c1=O	6

Sorted by the number under MMP13 fTHP cleavage (smallest number first): some entries from above
SMILES	MMP13 fTHP cleavage
Cc1cc(OCC(=O)Nc2ccc3oc(-c4ccncc4)nc3c2)ccc1Cl	-21
O=C(O)c1cc(-c2cccs2)nc2cc3c(cc12)OCCO3	0
O=C(c1ccc(N2CN(C(=O)c3ccco3)c3nc4ccccc4nc32)cc1)N1CCOCC1	6
